Screening results from PubChem.
HDAC3 inhib: inhibitors of human histone deacetylase 3 | inhibition, % at 8.3 µM | recombinant HDAC3, fluorogenic peptide/trypsin coupled, fluorescence | hit rate 0.15% among 320,000; in the data active means inhibition above about 26%, passing the limit was not always enough
KCNK3 block: human KCNK3 channel inhibition, primary screen; CHO-KCNK3 thallium flux, FluxOR fluorescence; stronger effect = lower value; B-score at 10 µM; O14649; hit rate 0.84% among 340,000; AID 602410;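 active means B-score under library mean minus 4 SD, starting fluorescence ratio at most library mean plus 5 SD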;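 further: more negative B-score means stronger inhibition of thallium flux through KCNK3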
Dyrk1A ADPGlo: inhibitors of rat Dyrk1A kinase; Q63470; ADP-Glo luminescence, NFATc1 peptide; inhibition, % at 12.5 µM; hit rate 0.43% among 310,000; AID 504441; in the data active means inhibition above about 50%;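 further: plate controls were vehicle with enzyme for no effect and no enzyme for full effect; many of its hits are not listed in these tables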
TMEM16A act: activators or potentiators of mouse TMEM16A chloride channel | Q8BHY3 | HEK293 TMEM16A/YFP-H148Q/I152L, iodide quench fluorescence; stronger effect = lower value | B-score at 10 µM | hit rate 0.3% among 340,000;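 active means fluorescence-ratio B-score plate-corrected deviation score at least 3 library SD below zero, with starting fluorescence score within 5 deviations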;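 further: channel opened by trigger with iodide after compound preincubation; score built on the fluorescence ratio of max minus min over baseline; more negative score means more quench and so TMEM16A activation or potentiation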
Target sequence (Q8BHY3 whole entry, looked up): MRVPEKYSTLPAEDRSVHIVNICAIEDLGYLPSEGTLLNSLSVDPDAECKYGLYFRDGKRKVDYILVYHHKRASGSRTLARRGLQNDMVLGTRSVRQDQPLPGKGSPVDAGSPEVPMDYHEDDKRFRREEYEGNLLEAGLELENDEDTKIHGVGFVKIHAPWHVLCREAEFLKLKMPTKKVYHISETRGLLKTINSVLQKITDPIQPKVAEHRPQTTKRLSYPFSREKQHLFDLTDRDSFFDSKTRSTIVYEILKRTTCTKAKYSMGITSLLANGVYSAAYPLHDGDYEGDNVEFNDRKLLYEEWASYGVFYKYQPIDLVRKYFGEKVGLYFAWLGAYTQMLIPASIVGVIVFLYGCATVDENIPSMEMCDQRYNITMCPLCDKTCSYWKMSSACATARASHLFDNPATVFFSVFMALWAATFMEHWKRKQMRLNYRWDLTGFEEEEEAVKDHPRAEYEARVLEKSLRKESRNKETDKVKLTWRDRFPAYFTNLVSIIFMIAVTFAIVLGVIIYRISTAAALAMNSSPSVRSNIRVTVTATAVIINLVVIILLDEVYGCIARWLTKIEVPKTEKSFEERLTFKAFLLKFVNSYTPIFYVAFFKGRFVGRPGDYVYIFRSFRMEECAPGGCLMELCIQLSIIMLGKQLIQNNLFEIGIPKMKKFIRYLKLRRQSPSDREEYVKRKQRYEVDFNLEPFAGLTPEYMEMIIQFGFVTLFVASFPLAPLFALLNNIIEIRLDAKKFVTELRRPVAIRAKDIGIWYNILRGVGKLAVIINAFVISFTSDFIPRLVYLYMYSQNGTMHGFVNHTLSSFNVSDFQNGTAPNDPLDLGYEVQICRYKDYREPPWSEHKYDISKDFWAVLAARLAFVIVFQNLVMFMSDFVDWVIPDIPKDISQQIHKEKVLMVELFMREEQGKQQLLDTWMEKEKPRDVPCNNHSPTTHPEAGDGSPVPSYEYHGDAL
Starred values were filed as active, the others as inactive; i = inactive; nt = no result given. A portion of the library. The share of hits here may be higher or lower than overall.

Compound	Dyrk1A ADPGlo	KCNK3 block	TMEM16A act	HDAC3 inhib
NC(N)=Nc1ccc2[nH]c3c(c2c1)C[C@@]1(O)[C@H]2Cc4ccc(O)c5c4[C@@]1(CCN2CC1CC1)C3O5 (some centres not stated)	-13.3	i	i	nt
CN1C(=O)C(Cc2ccccc2)C(=O)N(C)C1=O	1.8	i	i	nt
CC(=O)OC(C)(C)/C=C/C(=O)C(C)(O)C1C(O)CC2(C)C3CC=C4C(CC(O)C(=O)C4(C)C)C3(C)C(=O)CC12C (configuration not stated)	-0.1	i	i	nt
CC(O)C1C=CC=CC(=O)OC2CC3OC4C5OC5(C)C(O)CC4(COC(=O)C(O)C(C)CCO1)C2(C)C31CO1 (configuration not stated)	0.1	i	i	nt
CCC1(CC(C)C)C(=O)NC(=S)NC1=O	-1.1	i	i	nt
CC(=O)OC1CC(OC2C(O)CC(OC3C(O)CC(OC4CCC5(C)C(CCC6C5CCC5(C)C(C7=CC(=O)OC7)C(O)CC65O)C4)OC3C)OC2C)OC(C)C1OC1OC(CO)C(O)C(O)C1O (configuration not stated)	-0.1	i	i	nt
Cc1ccc(C(=O)N2CC2C)cc1 (configuration not stated)	6.4	i	i	nt
COc1ccc(NP2(=O)OCC(C)(N)CO2)cc1 (configuration not stated)	3.8	i	i	nt
O=C1CN=C(c2ccccc2)c2cc(Cl)ccc2N1	17.1	i	i	nt
CC1([N+](=O)[O-])COP(=O)(Nc2cccc(Cl)c2)OC1 (configuration not stated)	36.0	i	i	nt
CCCOC(=O)C1C2CCC(O2)C1C(=O)O (configuration not stated)	2.8	i	i	nt
CC1C=CCCC12C(=O)NC(=O)NC2=O (configuration not stated)	0.8	i	i	nt

Three entries from above, reformatted.
Values run as follows: Dyrk1A ADPGlo, KCNK3 block, TMEM16A act, HDAC3 inhib
- CCC1(CC(C)C)C(=O)NC(=S)NC1=O
 : -1.1, i, i, nt
- CN1C(=O)C(Cc2ccccc2)C(=O)N(C)C1=O
 : 1.8, i, i, nt
- NC(N)=Nc1ccc2[nH]c3c(c2c1)C[C@@]1(O)[C@H]2Cc4ccc(O)c5c4[C@@]1(CCN2CC1CC1)C3O5 (some centres not stated)
 : -13.3, i, i, nt

More records follow.
Compound	Dyrk1A ADPGlo	KCNK3 block	TMEM16A act	HDAC3 inhib
CC1([N+](=O)[O-])COP(=O)(Nc2ccccc2F)OC1 (configuration not stated)	2.5	i	i	nt
CSc1nc(Cl)c(Br)c(N2CC2)n1	-0.5	i	i	nt
CC[C@@H](O)C[C@H]1CCC[C@@]2(C[C@@H]3OC(=O)/C=C/[C@@](C)(O)[C@@H](O)[C@H](C)[C@@H](O)[C@H](OC4CCC(N(C)C)C(C)O4)[C@@H](O)[C@](C)(O)CCCCC/C=C/[C@@H]4CC(C)(C)O[C@@]4(O)C[C@H](O2)[C@H]3C)O1 (some centres not stated)	-0.7	i	i	nt
CC1([N+](=O)[O-])COP(=O)(Nc2ccc(F)cc2)OC1 (configuration not stated)	-0.4	i	i	nt
CCOC(=O)C1(c2ccccc2)CCN(CCC(=O)Nc2cccc(Br)c2)CC1	6.7	i	i	nt
COP(=S)(OC)Oc1ccc(Sc2ccc(OP(=S)(OC)OC)cc2)cc1	8.0	i	i	nt
CC12CC1(C)C(=O)N(c1cc(Cl)cc(Cl)c1)C2=O (configuration not stated)	5.9	i	i	nt
Nc1ncnc2c1ncn2[C@@H]1O[C@H](COP(=O)(O)CP(=O)(O)O)[C@@H](O)[C@H]1O	-13.0	i	i	nt
COc1ccc(/C=C/C=C2C(=O)NC(=S)NC2=O)cc1	-3.3	i	i	nt
Cc1cccc(NP2(=O)NCCCN2)c1	0.8	i	i	nt
CC(C)(C)C(=O)C(Oc1ccc(Cl)cc1)n1cncn1 (configuration not stated)	-2.1	i	i	nt
NC(Cc1ccc(O)cc1)C(=O)NN=Cc1ccc(N(CCCl)CCCl)cc1 (configuration not stated)	4.6	i	i	nt
CCOC(=O)[C@]12Cc3cc(OC)c(OC)cc3[C@H]1N(Cc1ccccc1)C(=O)c1ccccc12	4.1	i	i	nt
C=CCCC1(C2=CCCCC2)C(=O)NC(=O)NC1=O	-2.2	i	i	nt
C[C@]12CCC3C(CC[C@H]4[C@@H](O)[C@H](O)CC[C@]34C)C1CCC2=O (some centres not stated)	-1.8	i	i	nt
CC(=O)OCC12CC(OC(=O)CC(C)C)C(C)=CC1OC1C(O)C(OC(C)=O)C2(C)C12CO2 (configuration not stated)	-3.3	i	i	nt
O=C1NC(=O)C(=Cc2ccco2)C(=O)N1	-2.6	i	i	nt
COC12CCC3(CC1C(C)(O)C(C)(C)C)[C@H]1Cc4ccc(O)c5c4[C@@]3(CCN1CC1CC1)C2O5 (some centres not stated)	-0.9	i	i	nt
NC(=O)c1cc([N+](=O)[O-])cc([N+](=O)[O-])c1	-3.6	i	i	nt
O=C(CCN1CC2CCC(CC2)C1)c1cccs1	4.5	i	i	nt
c1ccc(CNC2CN3CCC2CC3)cc1 (configuration not stated)	9.6	i	i	nt
COC1=C[C@@H]2[C@@H]3Cc4ccc(OC)c(O)c4[C@]2(CCN3C)CC1=O	5.4	i	i	nt
O=P(Oc1ccccc1)(N1CCOCC1)N1CCOCC1	-2.6	i	i	nt
CC(=O)OC1C=CC2[C@H]3Cc4ccc(O)c5c4[C@@]2(CCN3C)C1O5 (some centres not stated)	-2.5	i	i	nt

Given with each value named: part of the list above.
NC(N)=Nc1ccc2[nH]c3c(c2c1)C[C@@]1(O)[C@H]2Cc4ccc(O)c5c4[C@@]1(CCN2CC1CC1)C3O5 (some centres not stated)
  Dyrk1A ADPGlo = -13.3 | KCNK3 block = i | TMEM16A act = i | HDAC3 inhib = nt

CN1C(=O)C(Cc2ccccc2)C(=O)N(C)C1=O
  Dyrk1A ADPGlo = 1.8 | KCNK3 block = i | TMEM16A act = i | HDAC3 inhib = nt

CC(=O)OC(C)(C)/C=C/C(=O)C(C)(O)C1C(O)CC2(C)C3CC=C4C(CC(O)C(=O)C4(C)C)C3(C)C(=O)CC12C (configuration not stated)
  Dyrk1A ADPGlo = -0.1 | KCNK3 block = i | TMEM16A act = i | HDAC3 inhib = nt

CC(O)C1C=CC=CC(=O)OC2CC3OC4C5OC5(C)C(O)CC4(COC(=O)C(O)C(C)CCO1)C2(C)C31CO1 (configuration not stated)
  Dyrk1A ADPGlo = 0.1 | KCNK3 block = i | TMEM16A act = i | HDAC3 inhib = nt

New compounds follow:
Compound	Dyrk1A ADPGlo	KCNK3 block	TMEM16A act	HDAC3 inhib
COc1ccc2c(c1)C13CCN(C)C(C2)C1CCC1(C3)OCCO1 (configuration not stated)	2.4	i	i	nt
COC(=O)C1=C(C(=O)OC)C2c3ccccc3C1c1ccccc12	6.1	i	i	nt
CC1=CC2OC3CC4OC(=O)C=CC=CC(=O)OCCC(C)C(O)C(=O)OCC2(CC1O)C4(C)C31CO1 (configuration not stated)	-4.2	i	i	nt
CC1=CC(C)CC(C)OC(=O)CC(c2ccc(O)cc2)NC(=O)C(Cc2c(Br)[nH]c3ccccc23)N(C)C(=O)C(C)NC(=O)C(C)C1 (configuration not stated)	0.8	i	i	nt
CC[C@H]1CN2CCC1C[C@@H]2[C@H](O)c1ccnc2ccc(OC)cc12 (some centres not stated)	-5.3	i	i	nt
CC12CCC(O)CC1CCC1C2CCC2(C)C(C(=O)CC(O)C(F)(F)F)CCC12 (configuration not stated)	3.8	i	i	nt
CC1([N+](=O)[O-])COP(=O)(Nc2ccc(Cl)cc2)OC1 (configuration not stated)	-0.4	i	i	nt
CN1CCc2cc3c(cc2C1)OCO3	3.6	i	i	nt
C(#CCN1CCCC1)CN1CCCC1	3.1	i	i	nt
Oc1ccc(O)c2c1C1(Cl)C(Cl)=C(Cl)C2(Cl)C1(Cl)Cl	1.7	i	i	nt
CC12CC(=O)C3C(CCC4CC=CCC43C)C1CCC2=O (configuration not stated)	-6.5	i	i	nt
COC(=O)C1=C(c2ccc(C(C)=O)cc2)C[C@@H]2CC[C@H]1N2C(=O)NCCCOC(C)C	-5.0	i	i	0.6
COC(=O)C1=C(c2ccc(OC)c(OC)c2)C[C@@H]2CC[C@H]1N2C(=O)NCCc1ccccc1	-4.1	i	i	-5.5
C[C@]12CCC3C(CC[C@H]4C[C@H](O)CC[C@]34C)C1[C@@H](O)C[C@@H]2O (some centres not stated)	2.7	i	i	0.9
COC(=O)C1=C(c2ccc3ccccc3c2)C[C@@H]2CC[C@H]1N2C(=O)N1CCCC1	10.9	i	i	0.7
CC(=O)O[C@H]1CC[C@@]2(C)C(=CC(=O)C3C2CC[C@@]2(C)C3C[C@H](OC(C)=O)[C@@H]2OC(C)=O)C1 (some centres not stated)	-1.5	i	i	0.1
CCCNC(=O)N1[C@H]2CC[C@@H]1C(C(=O)OC)=C(c1ccc(F)cc1F)C2	6.0	i	i	-0.6
N#C[C@H](O[C@@H]1O[C@H](CO[C@@H]2O[C@H](CO)[C@@H](O)[C@H](O)[C@H]2O)[C@@H](O)[C@H](O)[C@H]1O)c1ccccc1	-3.2	i	i	-6.1
COC(=O)C1=C(c2ccc(OC)c(OC)c2)C[C@@H]2CC[C@H]1N2C(=O)NCCOc1ccc(OC)cc1	1.3	i	i	-3.1
COC(=O)C1=C(c2ccccc2OCc2ccccc2)C[C@@H]2CC[C@H]1N2C(=O)NCc1ccc(C(C)(C)C)cc1	-2.5	i	i	11.4
COC(=O)C1=C(c2ccc(OC(F)(F)F)cc2)C[C@@H]2CC[C@H]1N2C(=O)NCCOc1ccc(OC)cc1	3.4	i	i	17.8
Cn1cc(C(=O)OCC(=O)N2CCCCC2)c2ccccc21	-0.3	i	i	-3.3
Cn1cc(C(=O)OCC(=O)NC2CCCC2)c2ccccc21	-2.6	i	i	-8.7
COC(=O)C1=C(c2c(C)noc2C)C[C@@H]2CC[C@H]1N2C(=O)NCC1CC1	4.4	i	i	-2.6
COC(=O)C1=C(c2ccc(OC)c(OC)c2)C[C@@H]2CC[C@H]1N2C(=O)NC1CC1	-4.8	i	i	3.9
COC(=O)C1=C(c2ccc(F)cc2OCc2ccccc2)C[C@@H]2CC[C@H]1N2C(=O)N1CCC(O)CC1	7.4	i	i	-6.8
COC(=O)C1=C(c2c(C)noc2C)C[C@@H]2CC[C@H]1N2C(=O)N1CCCC1	-1.7	i	i	-11.7
COC(=O)C1=C(c2ccccc2OCc2ccccc2)C[C@@H]2CC[C@H]1N2C(=O)NCCOc1ccccc1Cl	-11.3	i	i	-6.1
COc1cc2c(c(OC)c1OC)-c1ccc(O)c(=O)cc1[C@@H](NC(C)=O)CC2	-1.5	i	i	2.6
COC(=O)C1=C(c2ccc(F)cc2OCc2ccccc2)C[C@@H]2CC[C@H]1N2C(=O)NC(C)C	3.1	i	i	-6.9
COC(=O)C1=C(c2cccc(C#N)c2)C[C@@H]2CC[C@H]1N2C(=O)NC1Cc2ccccc2C1	13.3	i	i	0.9
C[C@]12CCC3C(CC[C@H]4C[C@H](O)CC[C@]34C)C1C[C@H](O)[C@@H]2O (some centres not stated)	-5.2	i	i	-2.2
C[C@]12CCC(=O)C=C1CCC1C2CC[C@@]2(C)C1CC[C@]2(C)O (some centres not stated)	-3.6	i	i	0.5
COC(=O)C1=C(c2ccccc2OCc2ccccc2)C[C@@H]2CC[C@H]1N2C(=O)NCCN1CCOCC1	-2.1	i	i	2.2
Cc1ccc(OC(F)F)c(N2C(=O)C3C4CCC(O4)C3C2=O)c1 (configuration not stated)	0.6	i	i	1.5
Cc1ccc(S(=O)(=O)c2nc(-c3ccccc3Cl)oc2N(C)C2CCN(C)CC2)cc1	3.0	i	i	4.4
CCCNC(=O)N1[C@H]2CC[C@@H]1C(C(=O)OC)=C(c1ccc(F)cc1OCc1ccccc1)C2	-0.2	i	i	0.6
COC(=O)C1=C(c2ccc(OC)c(OC)c2)C[C@@H]2CC[C@H]1N2C(=O)NCc1cccc2ccccc12	-6.3	i	i	4.0
COC(=O)C1=C(c2ccc3ccccc3c2)C[C@@H]2CC[C@H]1N2C(=O)N1CCCCC1	6.0	i	i	-10.6
COC1=CC2[C@@H]3Cc4ccc(OC)c(O)c4[C@]2(CCN3C)CC1=O (some centres not stated)	1.5	i	i	0.2
COC(=O)C1=C(c2cccc(OCc3ccccc3)c2)C[C@@H]2CC[C@H]1N2C(=O)NCc1ccccc1OC	9.8	i	i	-5.7
COC(=O)C1=C(c2cccc(OCc3ccccc3)c2)C[C@@H]2CC[C@H]1N2C(=O)NCc1ccc([N+](=O)[O-])cc1	-4.8	i	i	9.4
COC(=O)C1=C(c2ccc3ccccc3c2)C[C@@H]2CC[C@H]1N2C(=O)NCCO	14.5	i	i	7.4
COC(=O)C1=C(c2ccc(OCc3ccccc3)cc2)C[C@@H]2CC[C@H]1N2C(=O)NC1CCN(Cc2ccccc2)CC1	11.8	i	i	8.6
C[C@]12C[C@@H](O)[C@H](O)CC1=CCC1C2CC[C@@]2(C)C1CC[C@@H]2O (some centres not stated)	-2.0	i	i	-6.3
COC(=O)C1=C(c2ccc(F)cc2F)C[C@@H]2CC[C@H]1N2C(=O)NC(C)C	2.7	i	i	-1.4
